Screening data as filed in PubChem BioAssay.
NPY-Y2 PAM-ag = potentiates or activates human NPY-Y2 receptor. 220,000 compounds, 0.45% hits. cells expressing NPY-Y2, potentiator/agonist read-out. activation, % at 3.6 µM. P49146; in the data active = activation above about 27%;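 note: cells stimulated with NPY near EC25 plus isoproterenol at EC100; 0% = vehicle plus submaximal agonist and 100% = vehicle plus saturating agonist; some results beyond the cut were filed as inactive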
Target sequence (P49146 whole entry, looked up): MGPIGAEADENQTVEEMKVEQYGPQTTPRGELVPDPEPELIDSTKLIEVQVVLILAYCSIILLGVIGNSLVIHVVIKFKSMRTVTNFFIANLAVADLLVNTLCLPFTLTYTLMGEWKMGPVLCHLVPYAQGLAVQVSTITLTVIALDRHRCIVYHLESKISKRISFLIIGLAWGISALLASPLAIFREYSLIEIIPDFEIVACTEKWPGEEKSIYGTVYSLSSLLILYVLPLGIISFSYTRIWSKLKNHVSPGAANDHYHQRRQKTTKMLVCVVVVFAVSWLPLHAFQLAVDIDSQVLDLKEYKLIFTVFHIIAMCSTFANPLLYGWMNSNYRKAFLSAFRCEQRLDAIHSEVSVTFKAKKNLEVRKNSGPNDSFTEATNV
Hck Nef HTS = inhibitors of human Hck kinase activated by Nef; P08631; Recombinant Hck-YEEI plus Nef, Z-Lyte FRET kinase assay; inhibition, % at 20 µM; 220,000 compounds, 0.68% hits; AID 463187;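 active = Hck-Nef kinase inhibition above about 50%, limit read from the data; inactive = inhibition below that limit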;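 note: 0% = DMSO with Hck plus Nef and 100% = Hck alone without Nef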
NPY-Y1 PAM-ag = potentiates or activates human NPY-Y1 receptor | P25929 | NPY-Y1 expressing cells, potentiator/agonist activation | activation, % at 3.6 µM | 220,000 compounds, 0.37% hits | AID 1304; in the data active = activation above about 33%, passing the limit was not always enough;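 note: cells stimulated with NPY at EC10 then isoproterenol at EC100; 0% = low agonist plus stimulus and 100% = saturating agonist plus stimulus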
Mdm2 ligase inh = inhibitors of human Mdm2 E3 ubiquitin ligase; signal enhancement, % at 5 µM; cell-based MDM2 ubiquitination luciferase reporter, 2 h; 0 = plate control, 100 = twice control, blank-subtracted; 210,000 compounds, 0.11% hits;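 active = signal enhancement of 30% or more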;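 note: luminescence tracks abundance of the self-degrading MDM2-luciferase fusion protein; higher signal means inhibition of MDM2 E3 ligase activity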
Target sequence (Q00987 whole entry, looked up, the tested form may be a part): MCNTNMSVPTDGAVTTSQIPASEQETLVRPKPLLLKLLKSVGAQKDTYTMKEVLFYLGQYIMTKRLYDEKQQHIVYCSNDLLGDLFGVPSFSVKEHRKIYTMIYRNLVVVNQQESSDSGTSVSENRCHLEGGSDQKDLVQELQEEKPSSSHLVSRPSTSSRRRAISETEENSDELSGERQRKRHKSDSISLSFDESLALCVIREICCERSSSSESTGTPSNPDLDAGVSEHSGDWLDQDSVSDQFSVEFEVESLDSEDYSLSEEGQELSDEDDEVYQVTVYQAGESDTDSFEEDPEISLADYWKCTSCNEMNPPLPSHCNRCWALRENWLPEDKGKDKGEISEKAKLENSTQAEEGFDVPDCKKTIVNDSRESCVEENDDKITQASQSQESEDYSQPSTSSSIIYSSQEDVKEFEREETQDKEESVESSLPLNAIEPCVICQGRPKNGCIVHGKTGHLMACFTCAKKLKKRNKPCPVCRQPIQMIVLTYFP
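Test system: mammalian cells stably expressing self-ubiquitinating, self-degrading MDM2 E3–luciferase fusion; Amount: 2000 cells in each well; Medium: DMEM; Schedule: 4 h settle plus 2 h compound, 37 °C; Technique: SteadyLite luciferase luminescence after 15 min room-temperature reagent incubation; Benchmarks: plate control and blank wells.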
NPY Y1 blocker = NPY-Y1 (human) receptor antagonism; HEK293-CNG Y1 cells, membrane potential fluorescence; NPY at EC95, then isoproterenol; inhibition, % at 3.6 µM; 200,000 compounds, 1% hits;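 active = inhibition above the campaign mean inhibition of all tested compounds plus 3 SD, cut at about 20% in these data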;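 note: 0% = DMSO wells given NPY plus isoproterenol and 100% = isoproterenol alone without NPY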
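Material: HEK293 cells co-expressing NPY Y1 receptor and cyclic-nucleotide gated channel. Timing: compound incubation 1 h at room temperature, readout 45 min post-stimulation. Signal: fluorescence, membrane potential probe.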
Runt-CBFb FRET = inhibitors of human RUNX1 Runt domain binding to CBFb. Q01196+Q13951. 220,000 compounds, 0.46% hits. Cerulean-Runt/Venus-CBFb FRET ratio 530/480, 1 h. inhibition, % at 20 µM;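 active = inhibition over about 50% at 20 µM in the single-dose screen, limit read from the data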;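 note: 0% = DMSO wells and 100% = excess unlabeled CBFb competitor control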
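Assay system: Cerulean-Runt domain / Medium: Tris 50 mM pH 7.5, KCl, K2SO4, 0.01% BSA / Timing: protein complex preformed 1 h, compound exposure 1 h, room temperature, dark / Measured by: FRET, excitation 422 nm, emission at 530 and 480 nm / Evaluation: loss of energy transfer signal / Control set: 5 µM unlabeled CBFb as full-inhibition high control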
p97 inhibitor = human p97 ATPase inhibition. P55072. 220,000 compounds, 0.42% hits. recombinant p97 ATPase, Kinase-Glo ATP luminescence, 3 h. inhibition, % at 8 µM; in the data active = inhibition above about 15%;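 note: 0% = DMSO vehicle and 100% = wells lacking enzyme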
Runt-SMMHC FRET = Runt domain-CBFb-SMMHC interaction inhibition; 220,000 compounds, 0.74% hits; AID 1434; inhibition, % at 20 µM; Cerulean-Runt/Venus-CBFb-SMMHC FRET ratio 530/480, 1 h;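 active = mean inhibition across duplicate retests at 20 µM reaching about 50%, limit read from the data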;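 note: 0% = DMSO wells and 100% = wells with excess untagged CBFb-SMMHC; inhibitors lower the FRET ratio by blocking Runt binding to CBFb-SMMHC; some results filed as inactive read as strong as hits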
RBBP9 inh = human RBBP9 hydrolase inhibition; inhibition, % at 7.94 µM; recombinant RBBP9, FP-Rh probe fluorescence polarization; O75884; AID 1515; 220,000 compounds, 0.2% hits;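 active = inhibition above the campaign mean of all tested compounds plus 3 SD, cut at about 14% in these data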;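 note: plate controls were DMSO wells with RBBP9 for no effect and wells lacking RBBP9 protein for full effect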
Target sequence (O75884 whole entry, looked up): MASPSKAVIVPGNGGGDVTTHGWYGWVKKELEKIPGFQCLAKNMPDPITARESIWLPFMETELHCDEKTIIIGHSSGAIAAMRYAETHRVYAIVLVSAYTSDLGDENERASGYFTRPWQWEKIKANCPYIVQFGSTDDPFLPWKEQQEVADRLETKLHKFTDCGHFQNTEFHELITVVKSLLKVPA
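System: RBBP9 protein / Buffer or medium: Tris/NaCl buffer pH 8.0 with 0.1% Pluronic / Probe or stimulus: Serine-hydrolase probe FP-Rh, 375 nM pre-mixing / Dosing: 7.94 µM single dose, 0.794% DMSO / Times: enzyme-compound preincubation 30 min, then probe labeling 45 min, 25 °C / Technique: fluorescence polarization (mP), excitation 525 nm, emission 598 nm / Replication: singlicate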
Numbers without * were called inactive. The order is random; overall some 3.5% were active at least once.

Screening COc1ccc(C2c3ccc4ccccc4c3Oc3ncn(CCCO)c(=N)c32)cc1OC (stereo unspecified) returned NPY-Y2 PAM-ag 14, Hck Nef HTS -23, NPY-Y1 PAM-ag 5, Mdm2 ligase inh -4, Runt-CBFb FRET 2, p97 inhibitor -3, Runt-SMMHC FRET 2 and RBBP9 inh -9.
c1ccc2c(c1)cnc1ccccc12 was read as NPY-Y2 PAM-ag -1, Hck Nef HTS 20, NPY-Y1 PAM-ag 13, Runt-CBFb FRET 4, p97 inhibitor 4, Runt-SMMHC FRET -9 and RBBP9 inh 5.
`C=CCn1c(SCC(=O)NC(=O)NC2CCCC2)nnc1C1CCCCC1` gave NPY-Y2 PAM-ag -18, Hck Nef HTS -4, NPY-Y1 PAM-ag -6, Mdm2 ligase inh -5, NPY Y1 blocker 6, Runt-CBFb FRET -4, p97 inhibitor -8, Runt-SMMHC FRET 2 and RBBP9 inh -3.
`CCOC(=O)c1ccc(NC(=S)NC(=O)COc2ccccc2)cc1` gave NPY-Y2 PAM-ag 10, Hck Nef HTS 2, NPY-Y1 PAM-ag 8, Mdm2 ligase inh -7, NPY Y1 blocker 2, Runt-CBFb FRET -4, p97 inhibitor 4, Runt-SMMHC FRET -3 and RBBP9 inh -4.
For Cc1ccc([N+](=O)[O-])cc1N/C=C1\CCCCC1=O the results were NPY-Y2 PAM-ag -4, Hck Nef HTS -13, NPY-Y1 PAM-ag -1, Mdm2 ligase inh 8, NPY Y1 blocker 5, Runt-CBFb FRET 5, p97 inhibitor 2, Runt-SMMHC FRET 10 and RBBP9 inh 2.
COc1ccccc1Nc1nc(N)nc(CN2CCc3ccccc3C2)n1 was read as NPY-Y2 PAM-ag 15, Hck Nef HTS 11, NPY-Y1 PAM-ag 20, Mdm2 ligase inh 1, NPY Y1 blocker -2, Runt-CBFb FRET -4, p97 inhibitor 6, Runt-SMMHC FRET -2 and RBBP9 inh 0.
COc1ccc(CCNC(=O)C2CC3Cn4c(nc5cc(Cl)c(Cl)cc54)C3N2C)cc1 (stereo unspecified) was read as Hck Nef HTS 23, Mdm2 ligase inh 12, Runt-CBFb FRET 0 and Runt-SMMHC FRET 5.
`C=CCn1c(=O)c2ccccc2n2c(SCC(=O)NCc3cccs3)nnc12` gave NPY-Y2 PAM-ag 8, Hck Nef HTS -7, NPY-Y1 PAM-ag 10, Mdm2 ligase inh -8, NPY Y1 blocker 10, Runt-CBFb FRET -3, p97 inhibitor 3, Runt-SMMHC FRET -3 and RBBP9 inh 5.
CCOC(=O)c1ccc(N2C(=O)CC(SCC(=O)Nc3ccc(S(N)(=O)=O)cc3)C2=O)cc1 (stereo unspecified) was read as NPY-Y2 PAM-ag -10, Hck Nef HTS 16, NPY-Y1 PAM-ag 5, Mdm2 ligase inh -17, NPY Y1 blocker -3, Runt-CBFb FRET 5, p97 inhibitor 3, Runt-SMMHC FRET 7 and RBBP9 inh -1.
For N#CC(c1nc2ccccc2nc1N1CCCC1)S(=O)(=O)c1cccs1 (stereo unspecified) the results were NPY-Y2 PAM-ag -6, Hck Nef HTS 0, NPY-Y1 PAM-ag -13, Mdm2 ligase inh -23, NPY Y1 blocker -6, Runt-CBFb FRET 5, p97 inhibitor -5, Runt-SMMHC FRET 4 and RBBP9 inh -13.

Entries from the list above that have an aryl thioether with sulfur outside any ring, in the order listed:
`C=CCn1c(SCC(=O)NC(=O)NC2CCCC2)nnc1C1CCCCC1` gave NPY-Y2 PAM-ag -18, Hck Nef HTS -4, NPY-Y1 PAM-ag -6, Mdm2 ligase inh -5, NPY Y1 blocker 6, Runt-CBFb FRET -4, p97 inhibitor -8, Runt-SMMHC FRET 2 and RBBP9 inh -3.
`C=CCn1c(=O)c2ccccc2n2c(SCC(=O)NCc3cccs3)nnc12` gave NPY-Y2 PAM-ag 8, Hck Nef HTS -7, NPY-Y1 PAM-ag 10, Mdm2 ligase inh -8, NPY Y1 blocker 10, Runt-CBFb FRET -3, p97 inhibitor 3, Runt-SMMHC FRET -3 and RBBP9 inh 5.

Next part
`COc1ccc(/C=N/NC(=O)c2ccc(Cn3cc([N+](=O)[O-])cn3)o2)c(OC)c1C` gave NPY-Y2 PAM-ag 5, Hck Nef HTS 2, NPY-Y1 PAM-ag -12, Mdm2 ligase inh -9, NPY Y1 blocker 0, Runt-CBFb FRET -4, p97 inhibitor -1, Runt-SMMHC FRET -6 and RBBP9 inh -7.
COc1ccc(-c2cc3nnc(-c4ccccc4)nc3s2)cc1 was read as NPY-Y2 PAM-ag 9, Hck Nef HTS 2, NPY-Y1 PAM-ag 21, Mdm2 ligase inh -73, NPY Y1 blocker 0, Runt-CBFb FRET 3, p97 inhibitor 4, Runt-SMMHC FRET -4 and RBBP9 inh -2.
For Cc1ccsc1/C=N/N1CCOCC1 the results were NPY-Y2 PAM-ag -11, Hck Nef HTS -3, NPY-Y1 PAM-ag -13, Mdm2 ligase inh -2, NPY Y1 blocker 1, Runt-CBFb FRET -2, p97 inhibitor -2, Runt-SMMHC FRET 1 and RBBP9 inh -6.
`Cc1ccc(S(=O)(=O)Nc2nc3ccccc3s2)cc1[N+](=O)[O-]` gave NPY-Y2 PAM-ag -22, Hck Nef HTS 20, NPY-Y1 PAM-ag -10, Mdm2 ligase inh 3, NPY Y1 blocker 7, Runt-CBFb FRET -2, p97 inhibitor 3, Runt-SMMHC FRET -3 and RBBP9 inh -3.
Screening Oc1cccc2ccc(/C=C/c3c(F)cccc3Cl)nc12 returned NPY-Y2 PAM-ag 0, Hck Nef HTS -22, NPY-Y1 PAM-ag -10, Mdm2 ligase inh 3, NPY Y1 blocker 15, Runt-CBFb FRET 5, p97 inhibitor -1, Runt-SMMHC FRET -6 and RBBP9 inh 2.
Screening COC(=O)c1nnn(CC(=O)NC(=O)Nc2cccc(C)c2C)c1C(=O)OC returned NPY-Y2 PAM-ag -6, Hck Nef HTS -1, NPY-Y1 PAM-ag 1, Mdm2 ligase inh 6, NPY Y1 blocker 5, Runt-CBFb FRET 1, p97 inhibitor -7, Runt-SMMHC FRET -2 and RBBP9 inh -5.
For CNC(=O)CC12CC3CC(CC(C3)C1)C2 the results were NPY-Y2 PAM-ag 0, Hck Nef HTS 1, NPY-Y1 PAM-ag 0, Mdm2 ligase inh -7, NPY Y1 blocker 6, Runt-CBFb FRET 1, p97 inhibitor 3, Runt-SMMHC FRET -2 and RBBP9 inh 1.
For O=C(/C=C/c1ccccc1)N/C(=C\c1ccco1)C(=O)O the results were NPY-Y2 PAM-ag -22, Hck Nef HTS 15, NPY-Y1 PAM-ag -12, Mdm2 ligase inh -18, NPY Y1 blocker -5, Runt-CBFb FRET 3, p97 inhibitor 2, Runt-SMMHC FRET 0 and RBBP9 inh 6.
For Cc1ccc(C)n1-c1cccc(N)c1 the results were NPY-Y2 PAM-ag 1, Hck Nef HTS 1, NPY-Y1 PAM-ag -11, Mdm2 ligase inh -11, NPY Y1 blocker -5, Runt-CBFb FRET -4, p97 inhibitor 12, Runt-SMMHC FRET -16 and RBBP9 inh -8.
`NS(=O)(=O)c1ccc(NC(=O)C2COc3ccccc3O2)cc1` (stereo unspecified) gave NPY-Y2 PAM-ag -4, Hck Nef HTS 1, NPY-Y1 PAM-ag -1, Mdm2 ligase inh -7, NPY Y1 blocker -2, Runt-CBFb FRET 0, p97 inhibitor 1, Runt-SMMHC FRET 1 and RBBP9 inh -2.

The closing two entries of the section before open the next one.
For Cc1ccc(C)n1-c1cccc(N)c1 the results were NPY-Y2 PAM-ag 1, Hck Nef HTS 1, NPY-Y1 PAM-ag -11, Mdm2 ligase inh -11, NPY Y1 blocker -5, Runt-CBFb FRET -4, p97 inhibitor 12, Runt-SMMHC FRET -16 and RBBP9 inh -8.
`NS(=O)(=O)c1ccc(NC(=O)C2COc3ccccc3O2)cc1` (stereo unspecified) gave NPY-Y2 PAM-ag -4, Hck Nef HTS 1, NPY-Y1 PAM-ag -1, Mdm2 ligase inh -7, NPY Y1 blocker -2, Runt-CBFb FRET 0, p97 inhibitor 1, Runt-SMMHC FRET 1 and RBBP9 inh -2.
O=C1N(Cc2ccccc2F)c2ccccc2C12OCCCO2 was read as NPY-Y2 PAM-ag 13, Hck Nef HTS -1, NPY-Y1 PAM-ag -4, Mdm2 ligase inh 4, NPY Y1 blocker -1, Runt-CBFb FRET -1, p97 inhibitor -3, Runt-SMMHC FRET 4 and RBBP9 inh -4.
Screening Cc1ccc(S(=O)(=O)N/N=C2/CC(=O)CC(C)(C)C2)cc1[N+](=O)[O-] returned NPY-Y2 PAM-ag 0, Hck Nef HTS 30, NPY-Y1 PAM-ag 15, Runt-CBFb FRET 0, p97 inhibitor 4, Runt-SMMHC FRET -2 and RBBP9 inh -9.
For CC(=O)N=c1sc(C(C)(C)C)c(C)n1C the results were NPY-Y2 PAM-ag -9, Hck Nef HTS 1, NPY-Y1 PAM-ag -6, Mdm2 ligase inh -11, NPY Y1 blocker 1, Runt-CBFb FRET 1, p97 inhibitor -5, Runt-SMMHC FRET -2 and RBBP9 inh -9.
CCN(CC)S(=O)(=O)c1ccc(Oc2ccccc2)cc1 was read as NPY-Y2 PAM-ag -1, Hck Nef HTS 6, NPY-Y1 PAM-ag 7, Mdm2 ligase inh -17, NPY Y1 blocker 1, Runt-CBFb FRET 1, p97 inhibitor -3, Runt-SMMHC FRET -2 and RBBP9 inh -13.
For CC1CCC(NCc2ccco2)CC1 (stereo unspecified) the results were NPY-Y2 PAM-ag 1, Hck Nef HTS 2, NPY-Y1 PAM-ag 14, Mdm2 ligase inh -5, NPY Y1 blocker 3, Runt-CBFb FRET 0, p97 inhibitor 1, Runt-SMMHC FRET 2 and RBBP9 inh -1.
CCn1c(=NC(=O)CSC(C)=O)sc2cc(OC)ccc21 was read as NPY-Y2 PAM-ag 34*, Hck Nef HTS 20, NPY-Y1 PAM-ag 46, Mdm2 ligase inh -33, NPY Y1 blocker -9, p97 inhibitor 2, Runt-SMMHC FRET 1 and RBBP9 inh 3.
CC1(C)CC(=O)c2cc(C(=O)N3CCCCC3)c(=O)n(-c3ccc(Cl)cc3)c2C1 was read as NPY-Y2 PAM-ag -7, Hck Nef HTS 0, NPY-Y1 PAM-ag 13, NPY Y1 blocker -1, p97 inhibitor 2 and RBBP9 inh -4.
`C(=N\N1CCOCC1)/c1cn(-c2ccccc2)nc1-c1ccccc1` gave NPY-Y2 PAM-ag 8, Hck Nef HTS 20, NPY-Y1 PAM-ag -1, Mdm2 ligase inh -12, NPY Y1 blocker -6, Runt-CBFb FRET -4, p97 inhibitor 3, Runt-SMMHC FRET -8 and RBBP9 inh 1.
